# E coli WT exp = blocks growth of wild type E. coli BW25113 | OD600 absorbance | growth inhibition, % at 100 µM | 0.15% of 98,000 active | AID 710;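 active = growth inhibition above about 50% at one test dose, limit read from the data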;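 note: growth measured after 20 h incubation at 37 °C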
# CYP2C19 act = increases human CYP2C19 enzyme activity | P33261 | recombinant CYP2C19, luciferin-H EGE luminescence; stronger effect = higher value; 0 = fully inhibited enzyme, 1 = untreated enzyme | activation factor at 5 µM | 96,000 tested, under 10 active | AID 1025;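 active = activation factor of at least 2 at 5 µM in the primary screen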;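 note: 0 = wells with 2.5 mM tranylcypromine and 1 = vehicle-only wells; values of inactives mirror those of a sister screen read the other way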
# Target sequence (P33261 whole entry, looked up): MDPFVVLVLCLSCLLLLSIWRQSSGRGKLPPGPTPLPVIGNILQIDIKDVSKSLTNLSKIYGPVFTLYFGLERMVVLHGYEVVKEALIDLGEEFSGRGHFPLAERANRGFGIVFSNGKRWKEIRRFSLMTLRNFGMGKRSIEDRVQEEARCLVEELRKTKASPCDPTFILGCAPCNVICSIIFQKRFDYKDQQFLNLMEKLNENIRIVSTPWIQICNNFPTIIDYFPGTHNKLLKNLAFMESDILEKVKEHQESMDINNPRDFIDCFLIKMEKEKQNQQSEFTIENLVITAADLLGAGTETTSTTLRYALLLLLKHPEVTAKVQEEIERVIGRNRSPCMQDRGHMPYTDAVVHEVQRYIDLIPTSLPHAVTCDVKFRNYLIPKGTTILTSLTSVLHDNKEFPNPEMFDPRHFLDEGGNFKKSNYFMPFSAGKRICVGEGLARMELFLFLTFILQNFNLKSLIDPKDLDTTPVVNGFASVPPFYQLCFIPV
# CYP2C19 inh = human CYP2C19 inhibition; 21% of 96,000 active; inhibition, % at 5 µM; CYP2C19 Supersomes, luciferin-H EGE luminescence, 30 min; AID 778;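 active = CYP2C19 inhibition above a set limit at 5 µM in the primary screen, cut at about 50% in these data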;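 note: plate controls were negative control wells for no effect and 2.5 mM tranylcypromine positive control for full effect; values of inactives mirror those of a sister screen read the other way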
# PostGolgi yeast = growth inhibition of a yeast mutant, post-Golgi transport screen; post-Golgi transport phenotypic cell assay; inhibition, % at 10 µM; 0.9% of 98,000 active; in the data active = inhibition above about 30%;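 note: yeast cells grown in 1536-well plates; yeast grown about 18 h at 30C before absorbance read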
# EphB4 ephrin blk = EphB4-ephrin-B2 interaction antagonism | AID 720 | 0.15% of 97,000 active | EphB4 LBD / TNYL-RAW-Alexa532 peptide, fluorescence polarization | P54760 | inhibition, % at 7 µM;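 active = inhibition above the screen-wide mean inhibition plus 3 SD, cut at about 15% in these data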;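 note: 0% = DMSO wells and 100% = excess unlabeled TNYL-RAW peptide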
# PLAP act = human PLAP activation; 1.2% of 96,000 active; P05187; purified PLAP enzyme, luminescent substrate read-out; stronger effect = higher value; activation fold at 20 µM; in the data active = activation fold above about 2
# Target sequence (P05187 whole entry, looked up): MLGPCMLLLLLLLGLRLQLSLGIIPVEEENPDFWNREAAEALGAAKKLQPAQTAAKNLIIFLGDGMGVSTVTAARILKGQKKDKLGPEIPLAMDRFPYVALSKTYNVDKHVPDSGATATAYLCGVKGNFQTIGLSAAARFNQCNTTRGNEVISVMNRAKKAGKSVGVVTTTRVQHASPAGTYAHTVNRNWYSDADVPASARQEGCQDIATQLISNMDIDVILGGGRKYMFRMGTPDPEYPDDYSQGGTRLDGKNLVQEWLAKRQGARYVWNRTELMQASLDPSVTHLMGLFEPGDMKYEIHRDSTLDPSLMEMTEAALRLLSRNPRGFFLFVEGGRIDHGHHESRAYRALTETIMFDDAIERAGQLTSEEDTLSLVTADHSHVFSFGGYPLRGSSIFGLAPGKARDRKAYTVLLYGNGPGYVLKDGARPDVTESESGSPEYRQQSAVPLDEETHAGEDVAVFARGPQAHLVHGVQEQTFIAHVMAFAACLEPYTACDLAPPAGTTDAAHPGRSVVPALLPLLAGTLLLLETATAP
# CYP2C9 inhib = human CYP2C9 inhibition. CYP2C9 Supersomes, luciferin-H conversion, luminescence. inhibition, % at 5 µM. AID 777. 20% of 96,000 active;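 active = blocking of liver enzyme CYP2C9 beyond about 50% at 5 µM, limit read from the data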; note: values of inactives mirror those of a sister screen read the other way
# PTK2B oligo ant = antagonists of human Pyk2 oligomerization. Q14289. Q293 cells, Pyk2 FERM NanoBiT luminescence; stronger effect = lower value. z-score (the deposit names both 25 µM and 10 µM). 0.83% of 99,000 active;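 active = Z-score of -3 or lower, scaled per plate to the spread of control and sample wells; inactive = z-score above -3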;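 note: negative z-score means lost luminescence so less FERM oligomerization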
# CYP2C9 act = activators of human CYP2C9 | recombinant CYP2C9, luciferin-H conversion, luminescence; stronger effect = higher value; factor 1 = untreated enzyme, 0 = blocked | activation factor at 5 µM | 1.4% of 96,000 active | AID 1024;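 active = activation factor of 2 or more for CYP2C9 at a 5 µM dose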;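 note: 0 = sulfaphenazole-blocked wells and 1 = vehicle-only wells; values of inactives mirror those of a sister screen read the other way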
# The depositor's hits bear a star; . = no result given.
SMILES,E coli WT exp,CYP2C19 act,CYP2C19 inh,PostGolgi yeast,EphB4 ephrin blk,PLAP act,CYP2C9 inhib,PTK2B oligo ant,CYP2C9 act
Cc1ccc(C)c2[nH]c(=O)c(CN(Cc3nnnn3C3CCCCC3)CC3CCCO3)cc12 (stereo not drawn),-9,0.1,93*,-2,-2,1.8,65*,1.9,0.4
O=C(O)CSc1nnc(-c2ccncc2)n1CCc1ccccc1,1,0.9,5,16,-3,1.1,4,-0.91,1
O=C(NCc1cccs1)C1CC(=O)N(C2CCCC2)C1 (stereo not drawn),-1,0.8,16,24,-8,0.8,-2,-0.97,1
CC1=C(C#N)C(Nc2ccc(Cl)cn2)(C(F)(F)F)C(=O)N1 (stereo not drawn),1,0.2,83*,-2,8,1.1,21,-1.9,0.8
CC1=C(C(=O)Nc2cccc(C)n2)C(c2ccc3c(c2)OCO3)C2=C(CC(c3ccco3)CC2=O)N1 (stereo not drawn),-8,0.1,86*,13,-1,1.8,94*,-0.43,0.1
O=C(CSc1ncnc2c1oc1ccccc12)c1cccs1,-9,0.7,27,8,7,1,46,0.06,0.5
CSc1ncccc1C(=O)OCC(=O)NC(N)=O,3,1.2,-24,12,-1,1.1,-33,1.3,1.3
COc1cccc(CN(CC2CCCO2)S(=O)(=O)c2ccc(S(=O)(=O)N(C)C)cc2)c1 (stereo not drawn),-4,0.7,26,-2,2,1,46,1.1,0.5
COCCn1c(Cc2ccccc2)nnc1SCC(=O)NC(C)(C)C,2,0.6,44,17,-4,1.1,4,0.42,1
CC(=O)Nc1ccccc1OC(=O)N1CCOCC1,2,1,0,-2,4,1.1,0,1.3,1
O=C(/N=C1\NC(=O)C(F)(C(F)(F)F)S1)NC1CCCCC1 (stereo not drawn),-4,0.9,7,5,.,1.3,85*,2,0.1
CCOC(=O)C1=C(C)NC(=O)NC1c1ccc(OC(C)C(=O)O)c(OC)c1 (stereo not drawn),5,1.3,-25,0,8,1,-28,0.64,1.3
COCCNC(=O)C1CCC(=O)N(c2ccc(OC)cc2)C1c1ccc(OC)c(OC)c1 (stereo not drawn),-5,1,2,0,6,1.2,-2,0.13,1
CCc1c(C)c(C#N)c2nc3ccccc3n2c1NCCN(C)C,-1,1,4,-5,-3,1.5,22,0.21,0.8
CCOC(=O)N1CCN(CC(O)COCc2ccc(Cl)cc2)CC1 (stereo not drawn),8,0.8,15,11,8,1.8,-8,1.2,1.1
CCC(C)(C)NC(=O)C(c1ccco1)N(C(=O)c1csnn1)c1cccc(F)c1 (stereo not drawn),-3,0.9,13,4,17*,1,-10,-0.12,1.1
Cc1ccc(CNC(=O)C2CCN(S(=O)(=O)N3CCOCC3)CC2)cc1,-1,1.1,-8,9,-1,1,-5,1.7,1.1
Cc1cc(C)c2c(=O)[nH]c(SCC(=O)Nc3ccc(N(C)C)cc3)nc2n1,-13,0.6,42,0,5,1.1,58*,0.34,0.4
CC(/C=C(\NC(=O)c1ccccc1)C(=O)N=Nc1c(O)[nH]c2ccc(C)cc12)=C\c1ccccc1,-18,0.8,16,-14,2,1.2,53*,-0.41,0.5
CCCOc1cccc(C(=O)N(Cc2cccs2)C2CCS(=O)(=O)C2)c1 (stereo not drawn),1,0.7,25,-4,0,1.2,8,-0.38,0.9
Cc1ccc(S(=O)(=O)NC2(C(F)(F)F)NC(=O)N(C)C2=O)cc1 (stereo not drawn),7,1.1,-14,2,-7,1.4,26,2.6,0.7
O=C(CNc1cccc(Cl)c1)c1ccc(Cl)cc1,-16,0.1,86*,4,4,0.8,15,-0.53,0.9
CC(=O)Nc1ccc(S(=O)(=O)n2cnc3cc(C)c(C)cc32)cc1,0,0,100*,17,5,1.5,78*,0.11,0.2
Cc1cc(Cl)ccc1OCCCC(N)=O,12,0.6,40,-5,0,0.8,12,2.1,0.9
O=C(NCc1cccs1)c1cc(-c2cccc(Cl)c2)on1,1,0.9,11,-5,0,0.9,-22,1.2,1.2
COC(=O)CSc1nnc(-c2ccco2)n1Cc1ccco1,4,1,0,-2,1,1.1,-6,-0.04,1.1
O=C(CS(=O)(=O)c1c[nH]c2ccccc12)NC1CCCCC1,7,0.5,51*,4,1,0.8,-66,.,1.7
CCOC(=O)c1[nH]c2ccccc2c1NC(=O)c1ccc2c(c1)OCO2,-15,1,-4,6,-7,1.2,20,.,0.8
CCOc1ccc(CNc2ccc3c(c2)ncn3C)cc1,21,0.5,45,-6,-7,0.9,12,-0.22,0.9
CCOC(=O)C1CCN(C(=O)COc2cc(C)c(Br)c(C)c2)CC1,7,0.1,86*,-9,-3,1.7,16,0.38,0.8
CCCc1cc(=O)[nH]c(SCc2cc(C(=O)OC)c(C)o2)n1,3,0.2,77*,0,-9,1.4,87*,0.86,0.1
COc1ccc(C)cc1NC(=O)CN1CCN(C/C=C/c2ccccc2)CC1,6,0.1,88*,27,6,2.3*,67*,1.4,0.3
Cc1ccc(S(=O)(=O)Nc2ccc3oc(=O)sc3c2)c(C)c1,8,0.3,67*,11,-3,1.1,64*,0.26,0.4
O=C(CSc1nc2ccccc2s1)N1c2ccccc2Sc2ccc(C(F)(F)F)cc21,-13,1,-3,-10,-6,1.2,36,0.11,0.6
COc1ccc(C)cc1NC(=O)c1[nH]c(C)c(C(C)=O)c1C,-7,0.5,52*,15,-3,1.1,34,0.38,0.7
CS(=O)(=O)N(CC(=O)Nc1ccc2c(c1)OCCO2)Cc1ccccc1,4,0.7,28,-2,7,1,28,0.17,0.7
Cc1ccc(C(=O)Nc2ccc3c(c2)OCCO3)o1,8,0.5,46,-10,2,0.7,25,0.18,0.8
CC1CCN(C(=O)C2CCN(S(=O)(=O)c3cccc4nonc34)CC2)CC1,0,0.6,43,8,-7,1.2,7,0.24,0.9
Clc1ccc(-c2cn3cccnc3n2)cc1,6,1,4,6,3,0.8,5,0.37,0.9
O=C(CN1CCC(n2nnc3ccccc32)CC1)NCc1cccs1,-8,1,4,-6,1,0.9,6,-0.65,0.9
COc1ccc2c(c1)sc1nc(-c3ccccc3)cn12,-11,0.2,82*,7,.,1.3,92*,-1.5,0.1
CC(C)(C)NC(=O)c1ccncc1,0,1.2,-17,3,7,0.9,-8,-0.35,1.1
CCCc1[nH]nc2c1C(c1ccc(OCCN3CCOCC3)c(OC)c1)C(C#N)=C(N)O2 (stereo not drawn),12,0.9,12,5,.,1.8,44,-0.39,0.6
COc1ccc2[nH]c(=O)c(CN(C)C(=O)COc3ccccc3)cc2c1,1,0.9,9,5,-7,0.9,14,-0.52,0.9
CC1(C)Cc2nc3sc4c(OCc5ccccc5)ncnc4c3cc2CO1,-6,0.6,42,-3,1,1,30,0.07,0.7
O=C(O)CCC(=O)NNC(=O)CCC(=O)NCc1ccccc1,1,0.9,13,-6,-9,1,11,0.64,0.9
CCOCCCNC(=O)Cn1ncc2c(=O)oc3ccccc3c21,3,1.1,-9,-2,-8,1,-10,.,1.1
Cn1cccc1C(=O)Nc1nccs1,5,0.9,8,-3,7,1,3,0.3,1
Cc1ccc(S(=O)(=O)Cn2nnnc2C(C)N2CCN(C(=O)c3ccco3)CC2)cc1 (stereo not drawn),-1,0.9,7,-12,7,1.4,-6,0.8,1.1
C=Cc1cccc(NC(=O)COc2ccccc2)c1,9,0.1,87*,7,6,0.8,-5,-0.36,1.1
Fc1ccccc1Cn1nnc2c(NCc3ccccn3)ncnc21,3,0.7,31,-5,.,1.1,-179,-0.08,2.8*
CC1=[N+]([O-])C(C)(C)CC(C)(C)c2ccccc21,4,0.9,12,5,-3,0.9,14,1,0.9
C/C(=N\Oc1cccc(F)n1)c1ccc(Cl)cc1Cl,2,0.7,27,0,0,1,-7,-0.7,1.1
Cc1cc2n(n1)C(c1c[nH]c3ccccc13)Nc1ccccc1-2 (stereo not drawn),11,0.8,22,11,-5,1.2,81*,-1.1,0.2
CC1(C)OC(=O)N(Cc2ccco2)C1(C)O (stereo not drawn),28,1,0,19,-2,1.3,-6,-0.04,1.1
O=c1[nH]c(SCc2ccccc2Cl)nc2c1CCCC2,-1,1,-4,-3,2,0.9,21,-2.3,0.8
Cc1cc(C(=O)NCCCc2ccccc2)no1,7,0.9,11,19,2,0.9,2,0.13,1
Cc1onc(-c2ccccc2)c1C(=O)NCc1cccnc1,-2,0.4,59*,15,.,0.9,25,1.1,0.7
Cc1cc(C)nc(NS(=O)(=O)c2ccc(NC(=O)Cn3c(=O)oc4ccccc43)cc2)n1,1,1.2,-19,-8,-6,1.1,-7,.,1.1
CC(C)CCN(C)c1ccc(/C=N/n2cnnc2)cc1,-3,0,99*,0,4,1.1,95*,-0.2,0

# Part of the list above, as tab-separated lines.
canonical_smiles	E coli WT exp	CYP2C19 act	CYP2C19 inh	PostGolgi yeast	EphB4 ephrin blk	PLAP act	CYP2C9 inhib	PTK2B oligo ant	CYP2C9 act
Cc1ccc(S(=O)(=O)Cn2nnnc2C(C)N2CCN(C(=O)c3ccco3)CC2)cc1 (stereo not drawn)	-1	0.9	7	-12	7	1.4	-6	0.8	1.1
CCCc1[nH]nc2c1C(c1ccc(OCCN3CCOCC3)c(OC)c1)C(C#N)=C(N)O2 (stereo not drawn)	12	0.9	12	5	.	1.8	44	-0.39	0.6
Cc1cc2n(n1)C(c1c[nH]c3ccccc13)Nc1ccccc1-2 (stereo not drawn)	11	0.8	22	11	-5	1.2	81*	-1.1	0.2
CC(C)CCN(C)c1ccc(/C=N/n2cnnc2)cc1	-3	0	99*	0	4	1.1	95*	-0.2	0
Cc1cc(C(=O)NCCCc2ccccc2)no1	7	0.9	11	19	2	0.9	2	0.13	1
O=C(O)CCC(=O)NNC(=O)CCC(=O)NCc1ccccc1	1	0.9	13	-6	-9	1	11	0.64	0.9

# New compounds follow.
SMILES,E coli WT exp,CYP2C19 act,CYP2C19 inh,PostGolgi yeast,EphB4 ephrin blk,PLAP act,CYP2C9 inhib,PTK2B oligo ant,CYP2C9 act
Cc1cccc(N(CC(=O)NCc2ccc3c(c2)OCO3)C(=O)CCC(=O)Nc2ccccn2)c1,1,0.4,61*,1,-5,1.6,28,-2,0.7
O=C(Nc1ccc2c(c1)OCO2)c1ccc(CN2CCOCC2)cc1,0,1,-4,12,-2,0.9,-6,-0.54,1.1
COc1cccc(OC)c1C(=O)N1CCN(Cc2ccc3c(c2)OCO3)CC1,7,0.4,57*,-5,-2,1.5,61*,-0.39,0.4
N#Cc1ccc(C(c2nnnn2Cc2ccccc2)N2CCCC2)cc1 (stereo not drawn),-9,0.6,39,13,1,0.9,-5,1.2,1.1
O=C(COc1cc(Cl)c(Cl)cc1Cl)Nc1ccncc1,-13,0,99*,1,-3,1,100*,2.9,0
O=C1CC(Sc2nnc(-c3ccccc3)o2)C(=O)N1c1ccccc1 (stereo not drawn),6,0.9,13,-2,-5,1,12,0.41,0.9
COCCn1c(SCc2nc(N)nc(Nc3ccccc3C)n2)nc2ccccc2c1=O,-13,0.5,50,4,-8,1.3,71*,-1.8,0.3
Cc1nnc(SCC(=O)Nc2nsc(-c3ccc(Cl)cc3)n2)s1,1,0.9,7,4,6,0.8,-3,0.39,1
O=C(NC(C(=O)O)c1ccccc1)c1ccc(S(=O)(=O)N2CCOCC2)cc1 (stereo not drawn),1,1.2,-18,-1,4,1.1,-4,-0.05,1
Cc1ccc2nc(C3CCN(S(=O)(=O)c4ccc5ccccc5c4)CC3)[nH]c2c1,4,0.6,38,6,-11,1.7,-195,-0.87,3*
CC(=O)c1ccc(N2C(=O)C3C(C2=O)C(C(=O)c2ccc(Cl)cc2)N2CCCC32)cc1 (stereo not drawn),-7,0.8,22,-4,-11,1.5,14,.,0.9
O=C(Nc1ccc(Cl)c(Cl)c1)N1CC=CCC1,-6,0.7,32,-12,.,0.9,22,1.5,0.8
CCSC1=NC(C)(C)C=C(C)N1,0,1.1,-8,-22,3,0.8,0,0.45,1

# The order is random; any-hit rate near 31%.
